Bioassay records (PubChem BioAssay)
Lipid storage S3 = qHTS Assay for Lipid Storage Modulators in Drosophila S3 Cells; lipid storage change, negative = inhibition, % at the top dose, mostly 46.1 µM; hits show Potency in µM; AID 2685; Drosophila S3 cells, BODIPY lipid droplet fluorescence, 18-24 h; cells fed with added oleic acid; 320,000 tested, 0.64% active; active means well fitted inhibition curve with a large enough effect in the signal ratio, with a control signal flat, not every such curve was filed as active; inconclusive means small, poorly fitted or top-dose-only effect, or effect the other way, or a change in a side signal; the % refers to the signal ratio
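Laser-scanning cytometry quantifies lipid droplet accumulation (500–530 nm total intensity; droplet/cell object ratio) in oleic acid-fed (400 uM added) Drosophila S3 cells treated with a concentration series. 20 uM Triacsin C defined 100% inhibition.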
Lipid storage S3 cell count max = further read-out of Lipid storage S3, marked with its call; cell number change, %; measured here: cell count max response;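 cells counted by Cell Tracker Red CMTPX staining in the red channel; peak over a dose series mostly up to 46.1 µM; percent activity relative to internal control wells on each plate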
Starred values were filed as active, the others as inactive; i = inactive; ? = inconclusive; nt = not tested or not shown. On the % scale 0 is the no-effect control and ±100 the full control effect; potency means the concentration at half of the fitted maximal effect.

Lipid storage S3,Lipid storage S3 cell count max,compound
?,nt,COc1ccccc1C(=O)NC(C)C(c1cccs1)N1CCOCC1 (stereo unspecified)
-10.5%,-12.9,O=C(CSc1ncn[nH]1)Nc1nc(-c2cccc([N+](=O)[O-])c2)cs1
?,nt,C=CCN1CC(C(=O)N2CCC(Cc3ccc(Cl)cc3)(C(=O)OCC)CC2)CC1=O (stereo unspecified)
?,nt,CC1CC(O)C(C)CN1 (stereo unspecified)
22.4%,7.6,Fc1cccc(CNc2ncnc3ccc(-c4ccccc4Cl)cc23)c1
?,nt,CC12CCC(C(=O)N(Cc3ccccc3)Cc3ccccc3)(OC1=O)C2(C)C (stereo unspecified)
?,nt,CC(C)(Oc1ccc(Cl)cc1)C(=O)Nc1ccc2oc(=O)ccc2c1
?,nt,O=C(COc1ccccc1Br)c1ccc(O)cc1O
?,nt,Cc1ccc([N+](=O)[O-])cc1NC(=O)c1ccoc1C
?,nt,CC(=O)/C(=C/c1ccc(N(C)C)cc1)C(=O)c1ccccc1
?,nt,c1ccc2c(Nc3nc(N4CCOCC4)c4ccccc4n3)cccc2c1
10.0%,-10.3,O=C(COc1cccc(F)c1)Nc1nc(-c2cccnc2)cs1

Lipid storage S3,Lipid storage S3 cell count max,compound
i,8.7,O=C(Nc1nnc(SCC(=O)N2CCOCC2)s1)C1CC(=O)N(c2ccccc2)C1 (stereo unspecified)
?,nt,CC1CC(C)CN(c2nc3c(c(=O)n(C)c(=O)n3C)n2CCSc2ncccn2)C1 (stereo unspecified)
-15.2%,17.1,CC(=O)c1cccc(NS(=O)(=O)c2cc(-c3cnc(C4CC4)o3)ccc2C)c1
?,nt,COCC(=O)N(C)C1(c2nnnn2CCOC(=O)Nc2ccc(Cl)cc2)CCCC1
i,-5.9,COc1cc(OC)cc(-c2nnc(NC(=O)Cc3ccc(F)cc3)o2)c1
i,1.4,Cc1ccc(CNC(=O)C2CCN(S(=O)(=O)c3cccs3)CC2)cc1
13.2%,-0.7,Cc1c(C(=O)NCc2ccco2)cccc1[N+](=O)[O-]
?,nt,Cc1cccc(-n2c(CCc3ccccc3)nnc2SCC(=O)c2ccccc2)c1
?,nt,Cc1ccc(N2C(=O)c3ccccc3C2Nc2ccccc2)nc1 (stereo unspecified)
7.9%,3.9,COCCN1CN=C(Nc2nc(C)c3ccc(C)cc3n2)NC1
16.4%,-0.8,COc1ccc(C(=O)Nc2c(C(C)(C)C)nn(C)c2C(C)(C)C)cc1
?,nt,COc1ccccc1-c1c(C)nn2c(N3CCN(Cc4ccccc4)CC3)cc(C)nc12

A different layout for three compounds above.
Cc1c(C(=O)NCc2ccco2)cccc1[N+](=O)[O-]
  Lipid storage S3: 13.2%
  Lipid storage S3 cell count max: -0.7
Cc1cccc(-n2c(CCc3ccccc3)nnc2SCC(=O)c2ccccc2)c1
  Lipid storage S3: ?
  Lipid storage S3 cell count max: nt
Cc1ccc(N2C(=O)c3ccccc3C2Nc2ccccc2)nc1 (stereo unspecified)
  Lipid storage S3: ?
  Lipid storage S3 cell count max: nt

Continued.
Lipid storage S3,Lipid storage S3 cell count max,compound
?,nt,O=C1NC(Cc2c[nH]c3ccccc23)C(=O)N1Cc1cccc2ccccc12 (stereo unspecified)
-2.3%,-24.9,CCOC(=O)c1ccc(NC(=O)CSc2nnc(Cn3c(=O)sc4ccccc43)n2C)cc1
26.7%,nt,N#Cc1nc(Cc2ccccc2)oc1NCCN1CCOCC1
i,0.4,O=C(CSc1nnc(-c2ccc(F)cc2)o1)c1ccc2c(c1)OCCO2
7.7%,-9.8,CC12CCC(c3c(CO)nn(-c4ccccc4)c31)C2(C)C (stereo unspecified)
4.9%,0.9,CC(/C=C/c1ccccc1)=N\NC(=O)c1ccc(Br)cc1
?,nt,Cc1sc2nc(CSC(C)C(=O)Nc3ccc(C#N)cc3)[nH]c(=O)c2c1C (stereo unspecified)
?,nt,Cc1onc(-c2c(Cl)cccc2Cl)c1C(=O)O/N=C(\C#N)c1c(Cl)cccc1Cl
?,nt,COc1cccc(CCNc2ccc(N3C(=O)CC(C)C3=O)cc2[N+](=O)[O-])c1 (stereo unspecified)
?,nt,CC1CCCCN1S(=O)(=O)c1ccc(S(=O)(=O)N2CCN(C)CC2)cc1 (stereo unspecified)
i,9.0,CNC(=S)N1N=C(c2ccc(OC)cc2)CC1c1ccccc1Cl (stereo unspecified)
4.2%,15.6,Cn1c(SCC(=O)NC2CCCC2)nnc1C(F)(F)F

Lipid storage S3,Lipid storage S3 cell count max,compound
?,nt,Cc1cc(=O)n2nc(N3CCCC(C(=O)NCCCN4CC(C)CC(C)C4)C3)sc2n1 (stereo unspecified)
i,-11.4,CCOc1cc(C2NC(=O)NC(C)=C2C(C)=O)cc(Cl)c1OCC(=O)O (stereo unspecified)
?,nt,COc1cc(/C=C2\SC(=O)N(Cc3ccc(Cl)cc3)C2=O)cc([N+](=O)[O-])c1O
23.1µM*,8.3*,CCN(C(=O)c1cc2c(=O)n3cccc(C)c3nc2n1CCCOC)C1CCCCC1
-18.0%,-17.7,O=C(COc1ccc(C(=O)c2ccccc2)cc1)NCc1ccc(F)cc1
?,nt,Cc1cc(=O)n2nc(N3CCCC(C(=O)N4CCN(c5ccccc5)CC4)C3)sc2n1 (stereo unspecified)
?,nt,CC1CCN(c2ccccc2NC(=O)c2cc([N+](=O)[O-])ccc2N2CCOCC2)CC1
?,nt,CCCCCC(=O)NC(=S)Nc1ccccc1C(=O)OC
-8.7%,17.4,Cn1nccc1NC(=O)CSCC(=O)O
?,nt,CCOc1ccc(C2C(C#N)=C(N)Oc3cc(C)n(CCN4CCOCC4)c(=O)c32)cc1OCC (stereo unspecified)
3.2%,-4.8,O=C(NCc1ccco1)C(c1ccccc1)N(Cc1ccccc1)C(=O)Cn1nnc2ccccc21 (stereo unspecified)
16.3%,-8.0,CC(=O)NC(CCS(C)(=O)=O)C(=O)Nc1cc(Cl)ccc1Cl (stereo unspecified)

Lipid storage S3,Lipid storage S3 cell count max,compound
?,nt,O=C1CCC(C(=O)OC(C(=O)Nc2cc(Cl)cc(Cl)c2)c2ccccc2)=NN1 (stereo unspecified)
?,nt,CCNc1sc(C(=O)OCC)c(N)c1C#N
?,nt,Cc1ccc(S(=O)(=O)/N=C(\N)c2ccc(F)cc2)cc1
12.8%,1.3,C=CCNC(=O)c1onc(CSc2ccc(Cl)cc2)c1C(=O)NCC=C
2.0%,-5.0,CCOC(=O)c1cncc(O)c1
?,nt,COCC(=O)N(CCc1ccccc1)Cc1cc2cc(C)ccc2nc1Cl
?,nt,Clc1ccccc1/C=N/N1CCN(Cc2ccccc2)CC1
-18.5%,-9.1,CCc1ccccc1Nc1nn2c(=O)c3ccc(C(=O)NCc4cccs4)cc3nc2s1
?,nt,CC(=O)N1CCN(S(=O)(=O)c2cccc(C(=O)Nc3ccccc3N3CCCCC3)c2)CC1
-3.1%,-2.6,O=C(O)CCCCCNC(=O)OCC1c2ccccc2-c2ccccc21
i,-4.4,CCc1c(C2(O)CCCCC2)[nH]c2cnccc12
6.0%,7.6,CN(C)CCCC1(O)c2ccccc2C=Cc2ccccc21

Lipid storage S3,Lipid storage S3 cell count max,compound
?,nt,Cc1ccc(C(=O)NCCONC(=O)c2ccc(C)cc2)cc1
?,nt,O=c1[nH][nH]cc1C=Nc1ccc(Cl)cc1
7.5%,9.3,O=C(NNS(=O)(=O)c1ccccc1)c1cnn(-c2ccccc2)c1-n1cccc1
?,nt,COc1ccc(N2CCN(C(=O)c3ccc(S(=O)(=O)N4CCCC4)cc3)CC2)cc1
?,nt,O=C(Nc1ccc(Cl)cc1)Nc1ccc(N2CCCC2)c(S(=O)(=O)Nc2ccccc2Cl)c1
12.9%,14.3,O=C(CNc1cccc(S(=O)(=O)N2CCCC2)c1)Nc1cccc(Br)c1
i,5.7,CC(C)N(C(=S)NCc1ccccc1)C(C)C
?,nt,CC(C)(C)c1ccccc1NC(=O)c1ccc(-n2cncn2)c([N+](=O)[O-])c1
-26.6%,-3.7,Cc1ccc2cc(C)c3nnc(SCC(=O)Nc4nc5c(s4)CCCC5)n3c2c1C
i,nt,NC(=O)c1cccc(CS(=O)(=O)c2ccc(Cl)cc2)c1
?,nt,Cc1cc(OCC(=O)Nc2cnn(CCCC(=O)O)c2)ccc1Cl
-19.6%,-10.5,Cc1cc(=O)[nH]c2ccccc12

Lipid storage S3,Lipid storage S3 cell count max,compound
-12.8%,-1.1,NC(=O)C1CCN(C(=O)c2ccccc2SCC(=O)NCC2CCCCC2)CC1
-6.0%,12.2,O=C(NCc1ccco1)C1CC(=O)N(c2ccc(Cl)cc2)C1 (stereo unspecified)
?,nt,CC(=O)N1CCC(=NNS(=O)(=O)c2ccc(C)c([N+](=O)[O-])c2)CC1
?,nt,C/C(=N\N1CCN(Cc2ccc(Cl)cc2)CC1)c1ccc(F)cc1
-0.3%,-7.8,Cc1nc(SCC(=O)NC2CCCCC2)[nH]c(=O)c1C
-4.6%,0.3,COc1ccc(CNC(C)C23CC4CC(CC(C4)C2)C3)c(OC)c1OC (stereo unspecified)
7.8%,11.2,COc1cccc(CNC(=O)Cc2nc3nc(C)cc(C)n3n2)c1
?,nt,O=C(Nc1nc(-c2ccc(-c3ccccc3)cc2)cs1)C1CCCO1 (stereo unspecified)
18.6%,12.6,Cc1cc(C)cc(NC(=O)C(=O)NCCCN2CCCC2=O)c1
?,nt,COc1ccc(C2NC(=S)NC3=C2CCc2ccccc23)cc1OC (stereo unspecified)
?,nt,Cc1nn(C)c(C)c1S(=O)(=O)N1CCCC(C(=O)N2CCN(c3ccccc3)CC2)C1 (stereo unspecified)
6.1%,1.7,NNC(=S)Nc1ccc(S(=O)(=O)N2CCOCC2)cc1

Lipid storage S3,Lipid storage S3 cell count max,compound
?,nt,COc1ccc(-c2cc(C(=O)NCCCn3ccnc3)no2)cc1OC
i,-6.7,O=C(NCC(=O)N(c1ccccc1F)C(C(=O)NC1CCCC1)c1cccnc1)c1ccco1 (stereo unspecified)
-2.4%,-8.8,CCc1cccc(C)c1NC(=O)COC(=O)CNS(=O)(=O)/C=C/c1ccccc1
i,nt,Cn1c(=O)nc2n(Cc3ccccc3)c3ccccc3cc-2c1=O
18.9%,6.1,Nc1ccc(-c2nc3cc([N+](=O)[O-])ccc3o2)cc1
?,nt,COc1ccc(N2CCN(c3nc4cc(C)ccc4cc3C=O)CC2)cc1
5.5%,-1.7,O=S(=O)(c1cc(-c2nnc(-c3ccc(Br)cc3)o2)ccc1Br)N1CCCCCC1
?,nt,C[C@H](NC(=O)c1nc[nH]c1C(=O)NCc1ccc(CNC(=O)OC(C)(C)C)cc1)C(=O)OC(C)(C)C
11.5%,-10.7,N#CC1=C(N)OC2=C(C(=O)CCC2)C1c1ccc2c(c1)OCO2 (stereo unspecified)
-10.8%,-12.9,COc1ccc(/C=C2/C(=O)ON=C2c2ccccc2)cc1OC
1.3%,-5.9,COc1ccccc1S(=O)(=O)Cc1ccc(C(=O)N2CCOCC2)o1
-7.6%,-5.1,Cc1noc(NC(=O)c2cccc(Cl)c2Cl)c1C#N

Lipid storage S3,Lipid storage S3 cell count max,compound
?,nt,OCCN1C2=NCCCN2c2ccccc21
?,nt,COc1ccc(N2CCN(C(=O)c3cccnc3)CC2)c([N+](=O)[O-])c1
?,nt,O=C(CC1SC(N2CCOCC2)=NC1=O)Nc1cc([N+](=O)[O-])ccc1Cl (stereo unspecified)
-6.7%,-8.6,COc1ccc(C(=O)Nc2nc(-c3ccccc3)c(C(C)=O)s2)c(OC)c1
?,nt,O=C(NCC1CCCO1)C(c1cccs1)N(Cc1cccs1)C(=O)c1ccc(-c2ccccc2)[nH]1 (stereo unspecified)
?,nt,Cc1ccc(NS(=O)(=O)c2ccc(C(=O)N3CCN(c4ncccn4)CC3)cc2)cc1
?,nt,C/C(N)=C(/C#N)C(=O)COC(=O)c1ccc(C#N)cc1
?,nt,CCOc1ccc2[nH]c(C)c(CN3CCOCC3)c(=O)c2c1
-11.7%,-0.1,CN(Cc1cn(-c2ccccc2)nc1-c1cc2ccccc2o1)C(=O)CCC(=O)O
i,nt,CCOC(=O)/C=C1\SCC(=O)N1CC(=O)N1CCOCC1
?,nt,CCOc1ccc(N(CC(=O)N/N=C(\C)c2cccc(NC(C)=O)c2)S(=O)(=O)c2ccccc2)cc1
?,nt,C=CCn1c(SCC(=O)NNC(=S)Nc2ccccc2)nnc1-c1ccccc1

6 structures from above, arranged by number of heavy atoms, rising.
Lipid storage S3,Lipid storage S3 cell count max,compound
?,nt,OCCN1C2=NCCCN2c2ccccc21
?,nt,C/C(N)=C(/C#N)C(=O)COC(=O)c1ccc(C#N)cc1
i,nt,CCOC(=O)/C=C1\SCC(=O)N1CC(=O)N1CCOCC1
?,nt,COc1ccc(N2CCN(C(=O)c3cccnc3)CC2)c([N+](=O)[O-])c1
-6.7%,-8.6,COc1ccc(C(=O)Nc2nc(-c3ccccc3)c(C(C)=O)s2)c(OC)c1
?,nt,Cc1ccc(NS(=O)(=O)c2ccc(C(=O)N3CCN(c4ncccn4)CC3)cc2)cc1

New compounds follow:
Lipid storage S3,Lipid storage S3 cell count max,compound
1.6%,-0.1,O=C(OCc1ccc([N+](=O)[O-])cc1)c1ccc(N2CCCC2)c([N+](=O)[O-])c1
?,nt,COc1cc(/C=C/C(=O)Nc2cccc(S(=O)(=O)N3CCOCC3)c2)ccc1OCC#N
?,nt,O=C(NC1CC1)C1CCN(c2ccc(S(=O)(=O)N3CCOCC3)cc2)CC1
?,nt,CCCCn1c(N)c(N(CC)C(=O)c2cccc(F)c2)c(=O)[nH]c1=O
24.4%,27.6,COC(=O)C(C)Oc1ccc(-c2nccc(-c3cccs3)n2)cc1 (stereo unspecified)
2.7%,-19.2,Cc1ccc(NC(=O)CN(C)C(=O)Cn2c(=O)oc3ccccc32)cc1
?,nt,O=C(NC1CCCCC1)c1ccccc1NC(=O)C1CC(=O)N(c2ccccc2)C1 (stereo unspecified)

These rows are one share of the data. The share of hits here may be higher or lower than overall.
